Assay outcomes (PubChem)
Mot1-301 SUMO = SUMOylation pathway inhibition by Mot1-301 growth rescue; S. cerevisiae Mot1-301 growth rescue, ATP luminescence, 38.5C; percent above DMSO median, 100 means doubled; growth rescue, % at 18.8 µM; hit rate 1% among 320,000; AID 2716;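 active = every valid replicate shows activation above 250% relative to neutral control wells; inactive = the rest, any valid replicate at or below 250%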;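 also: OY570 slx delta 5 strain wells were the positive control but not used for scaling; some compounds called inactive have numbers as strong as hits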
NSD2 HMT inh = inhibitors of human histone methyltransferase NSD2 | inhibition, % at 12.5 µM | NSD2 peptide methylation, AlphaScreen, 120 min | O96028 | hit rate 0.54% among 310,000; in the data active = inhibition above about 50%
PfHsp90 yeast 2 = inhibits growth of yeast expressing Plasmodium falciparum Hsp90. hit rate 0.32% among 310,000. S. cerevisiae expressing PfHsp90, BacTiter-Glo ATP, 48 h; yeast lacking PDR1 and PDR3 efflux regulators. inhibition, % at 9.4 µM;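 active = every replicate shows inhibition above about 80%, whatever the replicate mean, limit read from the data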;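 also: 0% = DMSO neutral controls and 100% = 20 µM radicicol positive controls; yeast relying on Plasmodium falciparum Hsp90 in place of its own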
CDK5 p35 inh = inhibitors of human CDK5/p35 kinase; Recombinant CDK5/p35, ADP-Glo luminescence, 60 min; hit rate 0.01% among 330,000; inhibition, % at 10 µM;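 active = highest replicate inhibition of at least 50% and at least 75% of replicates reaching 50%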;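 also: plate controls were DMSO neutral control for no effect and GW8510 at 10 µM for full effect; many of its hits are not listed in these tables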
Cardiac RTF inh = cardiac RTF calcium desensitization; AID 493244; hit rate 0.12% among 340,000; inhibition, % at 7.15 µM; IANBD-labeled cardiac RTF, Ca2+ fluorescence; P19429+P45379;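 active = inhibition above the mean inhibition of all tested compounds plus 3 SD, cut at about 17% in these data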;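 also: assay run at fixed EC70 calcium of 1.6 mM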
cardiac RTF act = cardiac RTF calcium sensitization; IANBD-labeled TnC RTF fluorescence at EC20 calcium; 0% EC20 calcium, 100% full calcium; activation, % at 7.2 µM; hit rate 0.24% among 340,000; AID 493008;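 active = activation above the mean over all tested compounds plus 3 SD, cut at about 30% in these data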;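 also: rise in fluorescence read as greater calcium sensitivity of cardiac thin filaments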
Keap1 Nrf2 FP = Keap1-Nrf2 (human) interaction inhibition; hit rate 0.15% among 340,000; inhibition, % at 9.4 µM; Q14145; Keap1 Kelch-Nrf2 peptide fluorescence polarization, 1536-well; in the data active = inhibition above about 12%;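 also: human Keap1 Kelch domain with fluorescein labeled Nrf2 9mer peptide probe; 0% = neutral control wells and 100% = peptide positive control; higher means more block of Keap1 binding to Nrf2 peptide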
Target sequence (Q14145 whole entry, looked up, the tested form may be a part): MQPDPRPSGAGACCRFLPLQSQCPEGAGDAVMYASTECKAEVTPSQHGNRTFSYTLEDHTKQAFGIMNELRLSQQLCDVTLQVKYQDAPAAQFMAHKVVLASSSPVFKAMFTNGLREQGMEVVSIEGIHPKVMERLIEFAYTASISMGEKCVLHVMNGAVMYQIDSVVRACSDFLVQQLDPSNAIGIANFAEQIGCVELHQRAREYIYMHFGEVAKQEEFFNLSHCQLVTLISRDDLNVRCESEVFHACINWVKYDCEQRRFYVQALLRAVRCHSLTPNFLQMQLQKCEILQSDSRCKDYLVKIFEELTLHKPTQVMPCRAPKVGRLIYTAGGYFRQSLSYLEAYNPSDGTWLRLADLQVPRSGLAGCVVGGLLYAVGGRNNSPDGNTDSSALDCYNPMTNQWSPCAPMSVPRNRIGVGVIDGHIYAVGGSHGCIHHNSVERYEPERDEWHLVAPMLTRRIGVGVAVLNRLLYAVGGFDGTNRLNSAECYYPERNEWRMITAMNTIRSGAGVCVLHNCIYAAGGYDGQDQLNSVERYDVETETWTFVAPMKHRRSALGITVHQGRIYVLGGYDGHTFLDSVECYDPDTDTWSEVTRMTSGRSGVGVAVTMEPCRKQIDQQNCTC
LANA DNA inh = blocks KSHV LANA C-terminal domain binding to DNA | hit rate 0.078% among 340,000 | AID 504423 | inhibition, % at 9 µM | MBP-C-LANA/FAM-LBS DNA binding, fluorescence polarization;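 active = highest replicate inhibition at or above 60% at 9 µM, even if other replicates fall short; inactive = all replicates below 60% inhibition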;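 also: 0% = neutral control wells and 100% = 4 µM acridine orange control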
PvdQ acylase = blocks Pseudomonas aeruginosa PvdQ acylase activity; purified PvdQ acylase, fluorescence plate reader; AID 488965; hit rate 0.063% among 340,000; inhibition, % at 10 µM; in the data active = inhibition above about 30%, passing the limit was not always enough;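 also: 0% = vehicle neutral wells and 100% = reference inhibitor wells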
dFosB act = enhances mouse delta FosB homodimer DNA binding. purified delta FosB, TAMRA-CDK5 oligo fluorescence polarization; percent of positive-control signal above neutral wells. P13346. activation, % at 25 µM. AID 493131. hit rate 0.99% among 340,000;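 active = mean activation above about 17%, with every replicate also reaching it, limit read from the data, passing the limit was not always enough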;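 also: fluorescence polarization rise as delta FosB binds a TAMRA Cdk5 AP-1 oligo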
Target sequence (P13346 whole entry, looked up): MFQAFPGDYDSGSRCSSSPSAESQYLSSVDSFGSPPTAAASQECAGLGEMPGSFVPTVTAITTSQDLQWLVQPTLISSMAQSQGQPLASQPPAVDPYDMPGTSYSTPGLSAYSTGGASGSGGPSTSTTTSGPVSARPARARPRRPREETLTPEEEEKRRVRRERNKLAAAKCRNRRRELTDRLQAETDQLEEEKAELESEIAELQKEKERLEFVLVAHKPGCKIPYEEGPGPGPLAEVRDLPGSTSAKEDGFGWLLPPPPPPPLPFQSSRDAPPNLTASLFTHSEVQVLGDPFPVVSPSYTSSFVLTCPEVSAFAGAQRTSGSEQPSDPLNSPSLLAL
Rtt109 Vps75 = C. albicans Rtt109 histone acetyltransferase inhibition; purified Rtt109/Vps75, ThioGlo CoA-SH fluorescence, 4 h; inhibition, % at 34.9 µM; hit rate 0.16% among 330,000; AID 540336;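 active = inhibition of at least 50% in every replicate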
Numbers without * were called inactive; . = not tested or not shown. An unsorted share of the library (roughly 3.2% active in at least one column).

SMILES | Mot1-301 SUMO | NSD2 HMT inh | PfHsp90 yeast 2 | CDK5 p35 inh | Cardiac RTF inh | cardiac RTF act | Keap1 Nrf2 FP | LANA DNA inh | PvdQ acylase | dFosB act | Rtt109 Vps75
COCCCNC(=S)NNC(=S)NCCCOC | 182 | -4 | -18 | 1.9 | . | . | -1 | -0.8 | 4 | 0 | 1
CC1(OC(=O)C2CCCC2)C(=O)C=C2C=C(c3ccc(C#N)cc3)OC=C2C1=O (stereo not given) | -14 | . | . | -1.7 | -23 | -11 | 0 | 1.4 | -5 | -14 | 7
O=C(Cn1c(C(=O)NCC2CCCO2)cc2sccc21)c1ccccc1 (stereo not given) | -19 | 2 | . | -1.2 | 0 | -3 | -1 | -2.5 | -2 | -3 | -9
CC(C)N1CCN(Cc2ccncc2)CC1CCO (stereo not given) | 36 | 0 | -6 | -2.2 | -3 | 3 | 0 | -0.2 | -7 | 0 | 2
CCC(C)NC(=S)N1CCN(C(c2ccccc2)c2ccccc2)CC1 (stereo not given) | -5 | -4 | -14 | 0.4 | 12 | 0 | -1 | -0.5 | -10 | 1 | 8
Cc1ccccc1Nc1cc2ccccc2c(=O)[nH]1 | -7 | . | -44 | 1.4 | -14 | 3 | -4 | 9.7 | 10 | -4 | -14
CCC(=O)c1c(NC(C)C)cc(C)oc1=O | 3 | 0 | 12 | -0.3 | -5 | 3 | 3 | . | 4 | -4 | 13
CCc1sc(C(=O)Nc2ccsc2C(=O)OC)cc1Br | 10 | -1 | . | 0.2 | 2 | 12 | -1 | 0.3 | 9 | -10 | 10
COc1cccc(CCC2C(=O)CCCC2=O)c1 | . | 0 | . | 0.8 | 8 | -2 | -4 | 0.8 | -9 | 4 | 4
CCOC(=O)CNc1nc(C#N)nc(N2CCOCC2)n1 | 3 | -2 | -15 | 0.6 | -8 | -5 | -5 | -1.2 | -4 | -2 | -5
O=C(CN1CCc2ccccc21)NC(=O)NCc1ccccc1 | 4 | -5 | -19 | -1.2 | 9 | -1 | -1 | -2.3 | -5 | -14 | -7
CCN(CC)C(=O)CN(c1ccc(C)cc1)S(=O)(=O)c1ccc(SC)cc1 | -1 | -3 | 42 | 1.4 | -17 | 2 | 1 | 1.0 | -15 | -8 | 2
Oc1ccc(-c2cnns2)c(O)c1 | -14 | 2 | 19 | 3.6 | 13 | 0 | -6 | -1.1 | -10 | 0 | -3
CC(=O)c1ccc(OCC(=O)NC2CCCN(Cc3ccccc3F)C2)cc1 (stereo not given) | . | -1 | -15 | . | -12 | -6 | 0 | 0.2 | 9 | -15 | 9
COc1ccccc1OCCSc1nc2ccccc2c(=O)[nH]1 | -9 | -2 | -7 | -0.5 | -4 | 0 | -3 | 1.6 | 6 | -7 | 0
COc1ccc(/C=C2\SC(=S)N(CCC(=O)Nc3ccc(C(=O)O)cc3)C2=O)cc1OC | -16 | 30 | -6 | 0.3 | -1 | 1 | -4 | -2.1 | 14 | 4 | -10
CCc1ccccc1NC(=O)c1noc(C(C)C)c1[N+](=O)[O-] | 72 | 6 | -20 | -0.6 | -7 | 0 | -4 | 0.4 | -15 | -3 | -5
CCNC(=O)NC(=O)COC(=O)c1cccc(NS(=O)(=O)/C=C/c2ccccc2)c1 | -7 | 2 | 4 | 0.6 | 7 | -3 | -1 | 0.3 | 5 | -6 | -5
Cn1c(=O)oc2cc(S(=O)(=O)NCCC(=O)NCCc3ccc(Cl)cc3)ccc21 | -5 | 1 | -19 | -1.7 | -5 | 9 | -2 | -0.1 | -15 | -8 | -4
Cc1ccc(CN(Cc2ccco2)C(=S)Nc2ccccc2C)cc1 | 7 | . | 11 | 4.9 | -27 | 6 | -2 | -0.5 | 6 | -8 | 23
O=C(c1ccccc1)c1nn(-c2ccc(Cl)cc2)cc1C(=O)c1cc2ccccc2oc1=O | . | -2 | -12 | -1.2 | -4 | -1 | 0 | 1.0 | -15 | -4 | 7
COc1ccc(N2CC(C(=O)OCC(=O)Nc3cc(C)on3)CC2=O)cc1 (stereo not given) | -4 | 8 | 1 | 0.8 | -6 | -5 | 2 | 2.5 | -3 | -3 | 8
CN(CC(=O)Nc1ccccc1C(F)(F)F)C(=O)c1cc(-c2cccs2)nn1-c1ccccc1 | -18 | -2 | -51 | 0.7 | -25 | -16 | . | . | -5 | -1 | .
O=c1[nH]c(CN2CCOCC2)nc2scc(-c3ccccc3)c12 | 12 | -2 | 21 | 1.4 | -2 | -4 | 2 | 0.9 | -9 | 1 | 1
CCn1cc(C(=O)OCC(=O)c2cc(C)n(-c3ccc(OC(F)F)cc3)c2C)c(=O)c2ccc(C)nc21 | -12 | 0 | 11 | -0.7 | 0 | 9 | -3 | 1.3 | -10 | -6 | 16

(next part)
SMILES | Mot1-301 SUMO | NSD2 HMT inh | PfHsp90 yeast 2 | CDK5 p35 inh | Cardiac RTF inh | cardiac RTF act | Keap1 Nrf2 FP | LANA DNA inh | PvdQ acylase | dFosB act | Rtt109 Vps75
COc1ccc(CC(=O)OCC(=O)N2CCN(S(=O)(=O)c3ccc(C)cc3C)CC2)cc1OC | . | 2 | 7 | 0.2 | -4 | -5 | -3 | 1.3 | 4 | -13 | 10
O=C(COC(=O)C1COc2ccccc2O1)NC(=O)Nc1ccc2c(c1)OCCO2 (stereo not given) | 7 | -2 | -1 | -0.5 | 5 | 3 | -4 | -0.7 | -3 | 4 | -10
C=CCN(C(=O)CNC(=O)c1ccco1)C(C(=O)NC1CCCCC1)c1ccccc1F (stereo not given) | -7 | -1 | -5 | 0.2 | -3 | 2 | -1 | -0.2 | -26 | -10 | -2
CCOc1cc(C2Nc3ccccc3C(=O)N2c2ccccc2)c(Br)cc1OCC(=O)O (stereo not given) | 1 | -4 | -38 | -0.6 | -1 | -2 | 1 | -0.1 | 3 | 3 | -84
O=C(NC1CCCC1)C(c1ccncc1)N(C(=O)Cc1cccs1)c1ccccc1 (stereo not given) | 0 | 0 | 10 | 0.8 | -19 | -2 | 2 | 1.4 | -2 | -6 | -4
O=C(Nc1ccn(Cc2c(F)c(F)cc(F)c2F)n1)c1cccc(Cn2cc([N+](=O)[O-])cn2)c1 | 2 | 0 | 0 | 0.3 | -2 | -4 | -2 | -0.4 | 7 | 9 | -1
CCC(ONc1ccccc1C(F)(F)F)(C(=O)NN(C)C)c1ccccc1 (stereo not given) | -2 | . | 13 | 0.1 | -3 | -10 | 5 | -2.2 | 2 | 3 | -5
COc1cc(OC)c(C2=NOC(C(=O)NCCc3ccccc3)C2)cc1Cl (stereo not given) | . | -2 | 6 | -1.3 | 1 | 0 | 1 | -0.7 | -2 | -10 | 3
COc1cccc(NC(=S)N2CCCC2)c1 | -15 | -3 | 13 | -2.0 | -16 | 14 | -7 | -0.2 | -15 | -6 | -8
CCn1nc(NC(=O)c2ccco2)c2cc3cc(C)ccc3nc21 | -4 | -13 | -14 | 1.5 | 4 | -3 | -5 | 4.2 | -3 | 5 | -8
COc1ccc(S(=O)(=O)NCc2ccccn2)cc1OC | -6 | -4 | 3 | -0.1 | -9 | -2 | -1 | -1.6 | -7 | 11 | 14
Cc1cnc([N+](=O)[O-])n1CCOC(=O)NC(=O)c1ccc(C(F)(F)F)cc1 | -20 | 0 | . | 1.0 | 2 | 0 | 1 | -1.6 | 11 | 5 | 5
O=C(NS(=O)(=O)Oc1ccc(F)cc1F)OC[C@@H]1CCCN2CCCCC12 (stereo not given in full) | 9 | . | 2 | 1.9 | -4 | -4 | -1 | -1.1 | 3 | -7 | -1
O=C1CCC(/C=C/c2ccccc2)=NN1Cc1ccc(Cl)c(Cl)c1 | 659* | -1 | -32 | -1.0 | 2 | -5 | -2 | 2.3 | 5 | -3 | 1
COc1ccc(/C=C2\SC(=O)N(CCC(=O)NCCCn3ccnc3)C2=O)cc1 | 115 | -4 | -6 | 1.7 | -4 | 3 | -1 | -1.2 | -10 | -18 | 18
CCC(C)NC(=O)CCc1c(C)nc2nc(-c3cc(OC)cc(OC)c3)nn2c1C (stereo not given) | 326 | -4 | 15 | -4.0 | -11 | -5 | 5 | 1.5 | -8 | -19 | 10
Cc1ccc2nc(C)c(C(=O)N/N=C/c3ccc(C(=O)O)cc3)cc2c1 | 9 | -2 | 8 | 3.3 | -26 | 1 | 5 | 0.1 | 8 | 8 | 0
O=C(/C(=C(/[O-])c1ccccc1)[n+]1ccccc1)c1ccc([N+](=O)[O-])cc1 | -8 | -1 | -4 | 1.2 | -4 | 1 | -4 | 0.9 | -11 | -5 | 1
COc1ccc(N(CC(=O)Nc2ccc3c(c2)OCO3)S(=O)(=O)c2ccccc2)c(OC)c1 | 2 | . | -1 | 1.6 | 0 | 4 | -2 | -0.5 | 4 | -9 | 13
O=C(NC1CCS(=O)(=O)C1)N1CCCCC1 (stereo not given) | -8 | 1 | 1 | 0.8 | 2 | -4 | -4 | -0.7 | -5 | 1 | -3
CCNS(=O)(=O)c1cc(Br)ccc1OC | 179 | -1 | -11 | 0.0 | 1 | -3 | 0 | -0.1 | -10 | 0 | 1
NS(=O)(=O)c1ccc(CNC(=O)C2CCCN2C(=O)c2cccs2)cc1 (stereo not given) | -8 | -2 | 34 | 1.3 | -12 | 6 | -6 | -0.1 | -13 | -13 | 2
CC(CCc1ccccc1)NC(=O)CNc1cccc([N+](=O)[O-])c1 (stereo not given) | -24 | 0 | -10 | -0.4 | 1 | -4 | 3 | 0.8 | 5 | -10 | 4
Cc1ccc(Nc2nc(NCCCN3CCOCC3)nc(N)c2[N+](=O)[O-])cc1C | . | 2 | 6 | 0.0 | -9 | 4 | -6 | -0.6 | -8 | 9 | 2
Cc1ccc(-c2nc3c(=O)n(C)c4ccccc4c3o2)cc1 | -6 | 4 | . | 2.2 | -3 | 3 | 5 | -0.6 | -3 | -37 | 2
Cc1cc(C)c(NC(=O)CS(=O)CC(=O)N2CCN(c3ccc(F)cc3)CC2)c(C)c1 (stereo not given) | 15 | -3 | -37 | 0.8 | -8 | 0 | 1 | -2.4 | -10 | -6 | 9
COc1ccccc1NC(=O)Nc1ncccc1C | -4 | 0 | . | 0.4 | -6 | 1 | -5 | -0.2 | -1 | -3 | 5
COc1ccccc1N(C(=O)CNC(=O)c1ccco1)C(C(=O)NC1CCCC1)c1ccncc1 (stereo not given) | 204 | -1 | -33 | -1.1 | -4 | 2 | -3 | -0.8 | -13 | 4 | -13

Record cards, from the list above. Order of values: Mot1-301 SUMO, NSD2 HMT inh, PfHsp90 yeast 2, CDK5 p35 inh, Cardiac RTF inh, cardiac RTF act, Keap1 Nrf2 FP, LANA DNA inh, PvdQ acylase, dFosB act, Rtt109 Vps75
Record of COc1ccccc1OCCSc1nc2ccccc2c(=O)[nH]1 = -9, -2, -7, -0.5, -4, 0, -3, 1.6, 6, -7, 0
Record of Cn1c(=O)oc2cc(S(=O)(=O)NCCC(=O)NCCc3ccc(Cl)cc3)ccc21 = -5, 1, -19, -1.7, -5, 9, -2, -0.1, -15, -8, -4
Record of CCC(C)NC(=O)CCc1c(C)nc2nc(-c3cc(OC)cc(OC)c3)nn2c1C (stereo not given) = 326, -4, 15, -4.0, -11, -5, 5, 1.5, -8, -19, 10
Record of COc1ccc(/C=C2\SC(=S)N(CCC(=O)Nc3ccc(C(=O)O)cc3)C2=O)cc1OC = -16, 30, -6, 0.3, -1, 1, -4, -2.1, 14, 4, -10
